# TRPV1 agonist = activates the human vanilloid receptor TRPV1; Q8NER1; TRPV1-expressing cells, Fluo-8 calcium influx, agonist mode; activation, % at 8.33 µM; hit rate 0.19% among 320,000; in the data active = activation above about 80%; inconclusive = between about 30% and that limit; note: 0% is about no effect
# Target sequence (Q8NER1 whole entry, looked up): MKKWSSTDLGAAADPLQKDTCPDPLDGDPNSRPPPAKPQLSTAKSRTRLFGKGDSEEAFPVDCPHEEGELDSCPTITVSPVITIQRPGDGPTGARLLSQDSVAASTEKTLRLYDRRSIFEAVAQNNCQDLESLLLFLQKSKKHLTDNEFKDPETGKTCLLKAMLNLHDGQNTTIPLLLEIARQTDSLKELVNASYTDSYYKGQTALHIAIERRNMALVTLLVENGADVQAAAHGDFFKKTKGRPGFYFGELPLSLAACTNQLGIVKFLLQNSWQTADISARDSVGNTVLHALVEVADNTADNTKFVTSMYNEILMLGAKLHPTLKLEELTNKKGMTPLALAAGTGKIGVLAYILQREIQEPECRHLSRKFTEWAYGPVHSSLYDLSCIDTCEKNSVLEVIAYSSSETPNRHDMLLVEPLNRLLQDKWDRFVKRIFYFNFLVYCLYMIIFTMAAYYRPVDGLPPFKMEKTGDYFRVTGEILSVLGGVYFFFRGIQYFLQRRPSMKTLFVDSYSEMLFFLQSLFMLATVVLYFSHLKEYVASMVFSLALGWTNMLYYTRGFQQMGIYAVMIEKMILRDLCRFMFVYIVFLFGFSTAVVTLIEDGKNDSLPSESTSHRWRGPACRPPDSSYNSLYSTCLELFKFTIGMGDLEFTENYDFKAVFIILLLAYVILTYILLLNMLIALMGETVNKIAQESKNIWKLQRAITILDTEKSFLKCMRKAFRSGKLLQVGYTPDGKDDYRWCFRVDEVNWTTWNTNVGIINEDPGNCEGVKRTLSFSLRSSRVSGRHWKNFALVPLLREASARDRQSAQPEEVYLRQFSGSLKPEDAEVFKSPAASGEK
#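 Cells expressing TRPV1 were dye-loaded with Fluo-8 and read kinetically: 10 s baseline, 3 min after compound (agonist portion), then 2 min after EC20 capsaicin (allosteric enhancer portion). Calcium-bound dye fluorescence at 480/520 nm.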
# a7 integrin act = activates integrin-mediated alleviation for muscular dystrophy. Potency, µM (series often up to 38.3 µM), inactives show at the top dose activation, hits mostly activators. hit rate 0.064% among 350,000. AID 624291. alpha7betagal myoblasts, beta-gal FDG fluorescence, 48 h;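 note: potency is the fitted concentration of half-maximal effect; 100% = response of the positive control SU9516; nearly all actives have a fitted effect of over 60% in size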
#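 alpha7betagal+/- myoblasts (passage 13, 250/well) treated 48 h at 37C with compounds at 1:260 dilution of DMSO stock. Lysed, then beta-galactosidase activity read as FDG fluorescence (ex 480/em 540) after 30 min, with pre-read for autofluorescence.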
# BRCA1 expr up = BRCA1 expression activation | MCF7-BRCA1-FFLuc reporter, luminescence, 48 h; response scale: scaled: vehicle 0%, 10 µM genistein 100% | hit rate 1.1% among 380,000 | AID 624202 | Potency, µM (highest dose often 46.1 µM), for inactives: top-dose activation, actives largely listed as activators; note: potency is the fitted concentration of half-maximal effect; nearly all actives have a fitted effect of over 80% in size; some results filed as inactive show a strong effect at the top dose
#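 First, MCF7-BRCA1-FFLuc cells (2000/well) attach for 2 h; next, compounds are pin-added and incubated 48 h at 37 °C; finally, luciferase reagent is added and luminescence read after 15 min.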
# ELG1 DNA repair = inhibitors of ELG1-dependent DNA repair in HEK293T cells; hit rate 2.3% among 330,000; HEK293T ELG1-luciferase reporter, luminescence, 16 h; DNA damage induced by 5-fluorouridine; Potency, µM (series often up to 46.1 µM), without a hit: at the top dose activity change, negative = inhibition, actives largely listed as inhibitors; note: potency is the fitted concentration of half-maximal effect; % is set by controls: 0 for no effect and ±100 for the full control effect; nearly all actives have a fitted effect of over 55% in size
#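 Reporter activity after DNA damage by 5-fluorouridine is monitored. Compound-treated cells incubate 16 hr at 37 °C, then ONE-Glo is added for 30 min before luminescence reading.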
# B2AR arrestin = beta2AR (human) beta-arrestin recruitment activity; beta-arrestin recruitment to beta2AR, cell-based reporter; Potency, µM (series often up to 46.1 µM), without a hit: at the top dose activation, actives largely listed as activators; hit rate 0.02% among 330,000; AID 492947;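 note: potency is the fitted concentration of half-maximal effect; 0% = DMSO controls and full agonism = EC100 isoproterenol or metaproterenol; nearly all actives have a fitted effect of over 65% in size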
# CXXC DNA block = blocks binding of human MLL CXXC domain to DNA; Q03164; MLL-CXXC / FITC-HOXA9 DNA fluorescence polarization; Potency, µM (series often up to 115 µM), without a hit: top-dose activity change, negative = inhibition, most hits filed as inhibitors; hit rate 0.037% among 290,000; active = well fitted inhibition curve with a large enough effect in the polarisation, with a control signal flat, not every such curve was filed as active; inconclusive = small, poorly fitted or top-dose-only effect, or effect the other way, or a change in a side signal; inactive = no such curve, though single readings can be large or run the other way; the % refers to the polarisation; note: potency is the fitted concentration of half-maximal effect
#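 Steps: dispense CXXC domain solution (7 uM) → pin compounds or unlabeled HOX-A9 DNA control → 5 min ambient → add FLSN-HOX-A9 solution (50 nM) → spin → 30 min ambient → fluorescence polarization. Tris pH 7.5/NaCl/DTT/BSA buffer.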
# AT treatment = potential ataxia-telangiectasia treatments restoring KAP-1 phosphorylation; Potency, µM (doses to about 57.5 µM), inactives show top-dose activation, usual class: activators; […] A-T fibroblasts, KAP-1 phosphorylation AlphaLISA; neocarzinostatin DNA damage 30 min before lysis; hit rate 0.19% among 320,000; note: potency is the fitted concentration of half-maximal effect; % of control where 0% means no effect; nearly all actives have a fitted effect of over 45% in size
#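 hTERT-immortalized A-T patient fibroblasts ([…]), 500 cells/well in OPTI-MEM, 1% FBS, got compounds for 60 min, then NCS for 30 min at 37C. Lysates were then assayed for phospho-KAP-1 by AlphaLISA (anti-pKAP1 donor, anti-KAP1 acceptor beads), 6 hr at 25C.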
# p53 reactivation = re-activators of mutant p53; H1299 p53-A138V BP100-luciferase reporter, luminescence, 24 h; Potency, µM (doses to about 92.2 µM), for the others: top-dose activity change, positive = activation, usual class: activators; hit rate 0.063% among 320,000; AID 504706; note: potency is the fitted concentration of half-maximal effect; % of control where 0% means no effect; nearly all actives have a fitted effect of over 45% in size
#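 p53-null H1299 cells stably carrying temperature-sensitive p53-A138V and a BP100-luciferase reporter were pinned with compounds (4-point, 1:5 series) and held 24 hrs at 37 deg C. Luminescence was read 10 min after detection reagent.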
# TCR activator = T cell receptor activation; Potency, µM (series often up to 9.22 µM), for inactives: top-dose activation of IL-2 secretion, hits mostly activators; 330,000 tested, under 10 active; primary human leukocytes, anti-CD3, IL-2 HTRF, 48 h; note: % of control where 0% means no effect
#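 Primary human leukocytes incubated 48 hr with anti-CD3 beads plus compound, without co-stimulation. Secreted IL-2 measured by HTRF (europium cryptate/d2 anti-IL-2 pair, 320 nm excitation, 665 nm emission).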
# PTAP TSG101 blk = blocks PTAP/TSG101 interaction to inhibit HIV-1 budding | Q99816 | Fluorescence polarization, FITC-PTAP peptide / Tsg101 binding | 340,000 tested, under 10 active | Potency, µM (series often up to 115 µM), for inactives: top-dose activity change, negative = inhibition, hits mostly inhibitors | AID 493005; active = well fitted inhibition curve with a large enough effect in the main read-out, with a control signal flat, not every such curve was filed as active; inconclusive = small, poorly fitted or top-dose-only effect, or effect the other way, or a change in a side signal; inactive = no such curve, though single readings can be large or run the other way; note: potency is the fitted concentration of half-maximal effect; % of control where 0% means no effect
#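 Fluorescence anisotropy tracks displacement of a FITC-tagged PTAP peptide (50 nM) from the Tsg101 binding domain (10 uM), following a 20 min room-temperature incubation at pH 7.5.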
# Starred values were filed as active, the others as inactive; ? = inconclusive; nt = no result given; [ ] = another dose, or the depositor's remark. Unless noted, calls come from the whole dose curve; as a rule, active = well fitted curve in the direction sought with a large enough effect; inconclusive = small, poorly fitted or top-dose-only effect, or another doubt; inactive = no such curve, though single readings can be large; an effect the other way counts as inactive or inconclusive.
no.	SMILES	ELG1 DNA repair	CXXC DNA block	PTAP TSG101 blk	TCR activator	BRCA1 expr up
1	CCC1CCCCN1C(=O)CSc1nnc(CNC(=O)COc2ccc(Cl)cc2)o1 (stereo not given)	2.7%	-13.2%	-2.4%	-4.1%	-18.1%
2	COCCC(=O)NNS(=O)(=O)c1ccc(Cl)cc1	-6.2%	12.4%	-1.5%	-0.3%[46.1 µM]	-4.5%
3	S=C(Nc1ccccc1)N1N=CCC1c1ccccc1 (stereo not given)	?	-0.9%	0.8%	-28.4%	87.3%
4	Clc1cc(-c2ccc(/C=N/n3cnnc3)o2)ccc1Br	6.6%	4.6%	1.6%	-4.7%	17.1%
5	CCOC(=O)C(NC(=O)CC)(Nc1cc(C)on1)C(F)(F)F (stereo not given)	13.8%	-3.4%	-5.9%	1.9%	0.1%
6	CCCCCCCCNc1nc(Cl)nc(NCCN2CCOCC2)n1	-0.3%	-3.2%	-3.1%	-3.0%	-3.4%
7	O=C(O)CCN1C(=O)C2C3c4ccccc4C(c4ccccc43)C2C1=O (stereo not given)	-6.6%	-9.9%	-4.5%	2.8%	10.9%
8	CC(=O)NCCn1c(SCC(=O)OCc2ccccc2)nc2ccccc2c1=O	-7.2%	1.3%	-11.0%	-1.0%	-4.7%
9	CCN(CC)CCN(C(=O)c1ccc2c(c1)CCCC2)c1nc2ccc(F)cc2s1	?	6.3%	0.1%	4.4%	54.1%
10	Cc1ccc(S(=O)(=O)NCC(c2cccnc2)N(C)C)cc1 (stereo not given)	16.6%	-3.1%	-4.6%	6.9%	9.5%
11	CC(=O)Nc1ccc(OCC(O)Cn2c(CO)nc3ccccc32)cc1 (stereo not given)	6.4%	0.1%	-3.2%	-1.0%	-0.6%
12	O=C(c1ccco1)N1N=C(c2ccc3nccnc3c2)CC1c1ccccc1 (stereo not given)	-8.1%	?	-8.4%	0.5%	-24.2%
13	c1csc(-c2ccc3ccccc3n2)c1	?	-8.5%	-1.5%	-1.7%	7.08µM*
14	CC(=O)/C(=C\N(C)C)Sc1ccc(C)cc1	-5.8%	2.7%	-3.2%	0.6%	-1.3%
15	CCN1CCCC1CNC(=O)C(=O)NC(C)c1ccccc1 (stereo not given)	12.7%	?	-1.2%	-0.3%	0.0%

no.	TRPV1 agonist	a7 integrin act	B2AR arrestin	AT treatment	p53 reactivation
1	-3.6	5.6%	0.0%	16.0%	-5.0%
2	-6.1	3.3%	-0.4%	4.6%	11.7%
3	-0.7	19.2%	-0.8%	-1.4%	23.8%
4	-3.3	0.0%	0.6%	18.4%	-2.0%
5	-1.2	27.6%	-0.2%	-4.4%	-0.5%
6	1.6	9.5%	-0.3%	-6.4%	2.1%
7	-2.9	-7.8%	-0.7%	-10.6%	-3.5%
8	8.6	-12.7%[7.66 µM]	0.1%	3.5%	-7.0%
9	1.0	-2.9%	-0.1%	2.4%	23.8%
10	-1.7	16.1%	-0.3%	-0.4%	0.1%
11	-1.0	32.5%	4.7%	1.3%	-1.9%
12	-1.4	?	-0.1%	9.1%	3.0%
13	-0.3	9.9%	0.3%	3.8%	16.6%
14	-1.8	-19.3%	-0.6%	-2.3%	-4.3%
15	-1.2	?	-0.2%	4.1%	3.2%

# Part of the list above, reformatted:
# Below each SMILES: ELG1 DNA repair	CXXC DNA block	PTAP TSG101 blk	TCR activator	BRCA1 expr up	TRPV1 agonist	a7 integrin act	B2AR arrestin	AT treatment	p53 reactivation
6) CCCCCCCCNc1nc(Cl)nc(NCCN2CCOCC2)n1
 : -0.3%	-3.2%	-3.1%	-3.0%	-3.4%	1.6	9.5%	-0.3%	-6.4%	2.1%
7) O=C(O)CCN1C(=O)C2C3c4ccccc4C(c4ccccc43)C2C1=O (stereo not given)
 : -6.6%	-9.9%	-4.5%	2.8%	10.9%	-2.9	-7.8%	-0.7%	-10.6%	-3.5%
8) CC(=O)NCCn1c(SCC(=O)OCc2ccccc2)nc2ccccc2c1=O
 : -7.2%	1.3%	-11.0%	-1.0%	-4.7%	8.6	-12.7%[7.66 µM]	0.1%	3.5%	-7.0%

# The results go on:
no.	SMILES	ELG1 DNA repair	CXXC DNA block	PTAP TSG101 blk	TCR activator	BRCA1 expr up
16	CCOC(=O)N1CCN(C(=O)CNC(=O)c2ccc(Cl)cc2)CC1	18.9%	9.7%	-1.1%	1.3%	-7.3%
17	CC(=O)Nc1cccc(-c2csc(Nc3cc(C)ccn3)n2)c1	?	-9.3%	-4.8%	2.4%	?
18	COc1ccc(/C=N/NC(=O)CNc2n[nH]c(=O)[nH]c2=O)cc1OC	10.6%	-2.3%	-1.8%	0.5%[46.1 µM]	4.0%
19	Cc1cc(-n2c(=S)sc3c(=O)n(-c4ccc(F)cc4)c(SCC(=O)O)nc32)ccc1Cl	2.9%	0.0%	-6.0%	-0.8%	-0.6%
20	Cc1nc2cc(NC(=O)Nc3cccc([N+](=O)[O-])c3)ccc2n1C	?	-1.9%	3.8%	-0.8%	67.3%
21	COc1ccc(CC(=O)c2c(O)cc(O)cc2O)cc1OC	?	?	-2.7%	1.5%	6.7%
22	Cc1ccc(NC(=O)c2nc[nH]c2C(=O)N[C@@H](C)c2ccccc2)cc1	?	-14.7%	-0.1%	-2.9%	-22.1%
23	O=C(COc1cccc(Cl)c1)Nc1ccc(N2CCOCC2)cc1	-0.3%	-5.2%	-2.0%	4.2%	33.9%
24	Cc1ccc(OCC(=O)N/N=C2/SCC(=O)N2Cc2ccccc2)cc1	-4.4%	4.2%	-0.6%	1.0%[46.1 µM]	-20.9%
25	Cc1ccc(C2C(=O)N(C3CCC(C)CC3)CC(=O)N2C2CC2)cc1 (stereo not given)	-5.8%	6.9%	0.5%	-0.2%	-1.8%
26	Cc1ccc(-c2nc(CN(C)C3CCOC3)c(C)o2)s1 (stereo not given)	?	7.0%	-4.4%	-0.5%	10.8%
27	COCc1c(C(=O)N(C)Cc2ccccc2N2CCCC2)oc2ccccc12	-24.9%	nt	-2.1%	3.3%	-23.4%
28	O=C(O)COc1c(Cl)cc(/C=C2\NC(=O)NC2=O)cc1Br	1.8%	-7.1%	-2.1%	-3.1%	1.5%
29	Cc1ccc(NC(=O)CSc2ncccn2)cc1F	29.8%	3.5%	0.4%	2.3%	72.5%
30	O=C(NNc1ccccc1F)C1CCC1	16.4µM*	0.8%	-0.6%	0.0%	20.2%

no.	TRPV1 agonist	a7 integrin act	B2AR arrestin	AT treatment	p53 reactivation
16	-2.6	?	-1.0%	7.0%	-3.0%
17	3.5	-16.3%	0.2%	0.2%	?
18	-3.5	-6.1%	-0.6%	-0.2%	-17.2%
19	1.4	14.1%	-0.3%	-6.8%	6.0%
20	-3.3	-24.1%	0.5%	-9.4%	-0.2%
21	-6.5	17.4%	-0.9%	nt	3.6%
22	9.7	-12.1%	0.0%	-3.1%	4.8%
23	2.3	9.5%	0.1%	4.2%	-2.1%
24	0.5	12.0%	-1.4%	0.6%	-4.0%
25	?	3.8%	0.2%	-5.4%	2.5%
26	1.0	-9.8%	-1.0%	1.9%	3.8%
27	-7.2	-37.8%	-0.9%	7.7%	5.7%
28	0.8	-9.3%	-0.5%	2.9%	-2.9%
29	6.8	-10.7%	0.1%	2.2%	13.6%
30	nt	15.7%	-0.5%	nt	-4.4%

# Following part:
no.	SMILES	ELG1 DNA repair	CXXC DNA block	PTAP TSG101 blk	TCR activator	BRCA1 expr up
31	CC1CC(C)CN(C(=O)C(NS(=O)(=O)c2ccc3c(c2)oc(=O)n3C)C(C)C)C1 (stereo not given)	-3.0%	-9.6%	-2.5%	-1.6%	-4.2%
32	CC(C)[C@H](NC(=O)[C@H](Cc1ccccc1)n1c(=O)[nH]c2ccccc2c1=O)C(=O)N[C@@H](Cc1ccccc1)C(=O)O	5.4%	-6.7%	-3.5%	-1.8%	-21.0%
33	CC(=O)CCc1c(C)nc2ccc(C(=O)O)cc2c1Cl	?	-0.4%	-5.3%	-0.7%[46.1 µM]	3.1%
34	Cc1csc(NC(=O)c2cc(=O)[nH]c3ccc(S(=O)(=O)N4CCOCC4)cc23)n1	?	-0.1%	-1.6%	4.7%	-9.3%
35	Cn1ncc(Br)c1C(=O)NC1CCCCCCC1	-20.9%	-2.0%	-0.7%	-5.1%	-1.7%
36	O=C(Cc1ccccc1)N/N=C/c1ccc([N+](=O)[O-])s1	2.6%	15.4%	0.3%	-21.4%	-55.4%

no.	TRPV1 agonist	a7 integrin act	B2AR arrestin	AT treatment	p53 reactivation
31	nt	12.7%	-1.1%	12.3%	-0.1%
32	-0.1	2.2%	-0.7%	19.8%	7.6%
33	-6.1	6.7%	-1.0%	1.5%	2.4%
34	-0.1	-2.4%	0.0%	3.5%	-3.5%
35	16.2	-24.4%	0.5%	19.2%	nt
36	-3.9	-53.0%[inhibitor]	4.1%	6.7%	15.3%

# Bioassay records deposited in PubChem by National Center for Advancing Translational Sciences (NCATS).
